KKLEB cytotox: CF airway cell cytotoxicity counter-screen; KKLEB CF airway cells viability, ATPlite luminescence, overnight; active compounds read low; cells stimulated with P. aeruginosa culture filtrate; activity change (cytotoxicity), % at 5 µM; 360,000 tested, 0.36% active; AID 602141;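 active = corrected activity change at or below -50% at 5 µM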
TRAIL sens C8: sensitizes caspase-8 expressing cells to TRAIL | NB7+C8 cells + TRAIL, ATPlite viability luminescence | inhibition (viability loss, TRAIL sensitization), % at 10 µM | 360,000 tested, 1% active | AID 624354;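 active = compounds causing at least 50% loss of cell viability in the single-dose screen, relative to plate controls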
EBV LMP1 NFkB: Epstein-Barr LMP1 NF-kappaB reporter inhibition; LMP1-induced NF-kappaB luciferase reporter cells, luminescence; inhibition, % at 12.5 µM; 350,000 tested, 0.69% active; in the data active = inhibition above about 41%;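 note: 0% = neutral control wells and 100% = reference inhibitor control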
Shn3 inh set2: Schnurri-3 reporter inhibition in Clone20 osteoblasts. 360,000 tested, 0.52% active. inhibition, % at 12.5 µM. Clone20 osteoblast Shn3 3'UTR firefly luciferase, 24 h. AID 588674;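 active = mean inhibition of at least 75% with every replicate also reaching 75%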;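 note: 0% = median of neutral control wells and 100% = pilot-screen positive control compound; some compounds past the cut are filed as inactive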
SRC1 inh: inhibitors of human steroid receptor coactivator 1 (SRC1); Q15788; HEK293 GAL4-SRC1 luciferase reporter, luminescence; inhibition, % at 3.6 µM; 360,000 tested, 0.12% active; AID 588354;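 active = inhibition above the campaign mean plus 3 SD, with each screening campaign given its own cutoff, cut at about 60% in these data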;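 note: 0% = DMSO treated cells and 100% = gossypol at 36 µM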
NR5A2 inv ag: NR5A2 inverse agonism in reporter assay | O00482 | inhibition, % at 3.6 µM | HEK293T StAR-luciferase reporter, LRH-1 transfected, 24 h | 360,000 tested, 0.13% active;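 active = inhibition above the mean inhibition of all tested compounds plus 3 SD, cut at about 73% in these data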;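 note: 0% = DMSO wells and 100% = reporter-only cells lacking LRH-1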
TWEAK Fn14 block: inhibitors of TWEAK-Fn14 interaction signaling | TWEAK-stimulated Fn14 reporter cells, luciferase luminescence, 8 h | inhibition, % at 10 µM | 360,000 tested, 2% active | AID 1159606; in the data active = inhibition above about 50%
NR2F2 inh: NR2F2 (human) inhibition, primary screen; AID 686940; inhibition, % at 8.6 µM; 370,000 tested, 0.7% active; P24468; HEK293T NGFI-A luciferase reporter, luminescence;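 active = inhibition above a per-plate cutoff, mean inhibition of test wells between control levels plus 3 SD, cut at about 38% in these data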;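 note: cells cotransfected with COUP-TFII expression vector driving the NGFI-A reporter; 0% = median of COUP-TF2 test wells and 100% = reporter-only cells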
CF NFkB block: blocks PAF-induced NF-kB reporter in cystic fibrosis cells | KKLEB NF-kB-GFP reporter, GFP fluorescence overnight | inhibition, % at 5 µM | 360,000 tested, 0.86% active;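 active = at least 50% inhibition at 5 µM, scaled per plate between neutral and stimulator controls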;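 note: PAF is a Pseudomonas aeruginosa culture filtrate used as stimulus; plate controls were PAF-stimulated DMSO wells for no effect and unstimulated DMSO wells for full effect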
NCOA3 inh: inhibits human SRC3 coactivator. Q9Y6Q9. HEK293 GAL4-SRC3 luciferase reporter, luminescence. inhibition, % at 3.6 µM. 360,000 tested, 0.17% active. AID 588352;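 active = inhibition above a per-campaign cutoff, the mean of all compounds plus 3 SD, cut at about 60% in these data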;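 note: 0% = DMSO-treated cells and 100% = gossypol-treated cells at 36 µM; higher means less SRC3-driven luciferase light from the GAL4 reporter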
Target sequence (Q9Y6Q9 whole entry, looked up, the tested form may be a part): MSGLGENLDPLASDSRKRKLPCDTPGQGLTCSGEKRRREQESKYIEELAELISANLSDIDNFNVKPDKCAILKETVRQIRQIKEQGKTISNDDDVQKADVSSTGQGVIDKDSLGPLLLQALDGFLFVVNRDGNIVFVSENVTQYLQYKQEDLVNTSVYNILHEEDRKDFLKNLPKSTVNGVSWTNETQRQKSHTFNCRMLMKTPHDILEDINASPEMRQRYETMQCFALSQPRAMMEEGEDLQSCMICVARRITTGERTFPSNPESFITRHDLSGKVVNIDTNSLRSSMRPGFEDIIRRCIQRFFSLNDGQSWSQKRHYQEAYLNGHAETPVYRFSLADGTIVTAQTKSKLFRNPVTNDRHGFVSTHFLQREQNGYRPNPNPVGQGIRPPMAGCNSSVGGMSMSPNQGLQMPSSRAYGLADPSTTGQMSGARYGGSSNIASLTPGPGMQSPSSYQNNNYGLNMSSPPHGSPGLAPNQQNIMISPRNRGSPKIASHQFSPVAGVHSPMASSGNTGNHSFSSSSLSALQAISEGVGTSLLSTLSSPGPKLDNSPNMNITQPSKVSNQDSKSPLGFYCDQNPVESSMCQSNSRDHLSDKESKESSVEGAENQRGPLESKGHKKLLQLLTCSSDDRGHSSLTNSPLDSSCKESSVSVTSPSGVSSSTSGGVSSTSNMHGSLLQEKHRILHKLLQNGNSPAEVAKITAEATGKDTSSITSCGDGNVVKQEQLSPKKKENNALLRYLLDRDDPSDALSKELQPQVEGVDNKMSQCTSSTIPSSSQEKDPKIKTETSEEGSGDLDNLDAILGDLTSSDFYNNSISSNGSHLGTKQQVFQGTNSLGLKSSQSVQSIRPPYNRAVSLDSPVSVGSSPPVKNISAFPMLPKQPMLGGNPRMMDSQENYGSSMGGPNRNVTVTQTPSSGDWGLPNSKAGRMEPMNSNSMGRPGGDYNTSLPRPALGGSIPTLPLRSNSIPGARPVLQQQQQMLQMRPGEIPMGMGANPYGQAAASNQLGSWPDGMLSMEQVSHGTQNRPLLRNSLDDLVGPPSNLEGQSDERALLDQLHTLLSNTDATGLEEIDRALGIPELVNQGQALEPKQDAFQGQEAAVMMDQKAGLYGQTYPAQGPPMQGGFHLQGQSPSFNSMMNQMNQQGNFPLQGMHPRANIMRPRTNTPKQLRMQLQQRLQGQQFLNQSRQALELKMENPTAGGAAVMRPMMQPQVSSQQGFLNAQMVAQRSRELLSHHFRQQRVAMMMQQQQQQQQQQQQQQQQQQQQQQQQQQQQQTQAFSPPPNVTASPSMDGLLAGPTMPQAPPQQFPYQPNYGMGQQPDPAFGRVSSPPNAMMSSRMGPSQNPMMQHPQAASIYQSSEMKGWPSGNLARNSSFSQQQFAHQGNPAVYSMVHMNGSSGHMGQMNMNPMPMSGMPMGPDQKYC
TROY NFkB inh: blocks TROY-dependent signaling in reporter cells; inhibition, % at 10 µM; Q293 LMP1-TROYcd NF-kB luciferase reporter, 4 h; 360,000 tested, 0.98% active;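 active = compounds whose plate-normalised and pattern-corrected inhibition of the luciferase reporter signal at the single screening dose is 50% or more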
Active calls of the source: *.

What do the screens show for `C#CCN(C[C@H]1[C@H](OC(=O)NC2CCCC2)[C@H](OC(=O)NC2CCCC2)C[C@@H](C(=O)OC)[C@H]1C(=O)OC)S(=O)(=O)c1ccc(C)cc1`?
KKLEB cytotox: -13; TRAIL sens C8: 23; EBV LMP1 NFkB: -24; Shn3 inh set2: 13; SRC1 inh: -37; NR5A2 inv ag: -9; TWEAK Fn14 block: 18; NR2F2 inh: 6; CF NFkB block: 20; NCOA3 inh: -15; TROY NFkB inh: 21

How did Cc1ccc(C(=O)C(=O)c2ccc(C)c(N)c2)cc1N do in these assays?
KKLEB cytotox: 6; TRAIL sens C8: -7; EBV LMP1 NFkB: 6; Shn3 inh set2: -2; SRC1 inh: -8; NR5A2 inv ag: -2; TWEAK Fn14 block: 0; NR2F2 inh: 8; CF NFkB block: -9; NCOA3 inh: 13; TROY NFkB inh: -7

What do the screens show for `CCOc1ccc2c(c1)C(=O)c1cc(OCC(=O)O)ccc1-2`?
KKLEB cytotox: -1; TRAIL sens C8: 29; EBV LMP1 NFkB: 14; Shn3 inh set2: 3; SRC1 inh: -7; NR5A2 inv ag: -5; TWEAK Fn14 block: 17; NR2F2 inh: -7; CF NFkB block: -4; NCOA3 inh: 12; TROY NFkB inh: -6

How did COc1ccc([N+](=O)[O-])c(S(=O)(=O)c2ccc(Cl)cc2)n1 do in these assays?
KKLEB cytotox: -47; TRAIL sens C8: 37; EBV LMP1 NFkB: 62*; Shn3 inh set2: 94*; SRC1 inh: 0; NR5A2 inv ag: -22; TWEAK Fn14 block: 97*; NR2F2 inh: -16; CF NFkB block: 102*; NCOA3 inh: 12; TROY NFkB inh: 66*

What do the screens show for `CCOC(=O)CSC1=C(C#N)C(=O)NC2(CCCCC2)S1`?
KKLEB cytotox: -7; TRAIL sens C8: -2; EBV LMP1 NFkB: -7; Shn3 inh set2: -4; SRC1 inh: -25; NR5A2 inv ag: -8; TWEAK Fn14 block: -4; NR2F2 inh: -2; CF NFkB block: 10; NCOA3 inh: 4; TROY NFkB inh: 5

How did O=[N+]([O-])c1cc2c(c3cccnc13)COCO2 do in these assays?
KKLEB cytotox: 18; TRAIL sens C8: -13; EBV LMP1 NFkB: 8; Shn3 inh set2: 19; SRC1 inh: -10; NR5A2 inv ag: -4; TWEAK Fn14 block: 44; NR2F2 inh: 12; CF NFkB block: -2; NCOA3 inh: 5; TROY NFkB inh: 16

What do the screens show for `O=C(CCc1nnc(CCC2CCCCC2)o1)NCCc1ccccn1`?
KKLEB cytotox: -11; TRAIL sens C8: -10; EBV LMP1 NFkB: 6; Shn3 inh set2: 0; SRC1 inh: 10; NR5A2 inv ag: 1; TWEAK Fn14 block: -4; NR2F2 inh: 7; CF NFkB block: -8; NCOA3 inh: 5; TROY NFkB inh: -9

How did Cc1oc2cc(Br)c(O)c(Br)c2c1-c1ccccc1 do in these assays?
KKLEB cytotox: 3; TRAIL sens C8: 0; EBV LMP1 NFkB: -3; Shn3 inh set2: -37; SRC1 inh: -27; NR5A2 inv ag: -35; TWEAK Fn14 block: -14; CF NFkB block: -4; NCOA3 inh: -45; TROY NFkB inh: -8

Results for CCOC(=O)c1sc(C(=O)OCC)c(OCCO)c1OCCO ?
KKLEB cytotox: 2; TRAIL sens C8: -2; EBV LMP1 NFkB: -9; Shn3 inh set2: -26; SRC1 inh: 1; NR5A2 inv ag: -2; TWEAK Fn14 block: -1; NR2F2 inh: -11; CF NFkB block: 8; NCOA3 inh: 23; TROY NFkB inh: -4

What do the screens show for `Cc1cc(Oc2ccccc2)nc(N2CCOCC2)n1`?
KKLEB cytotox: 1; TRAIL sens C8: -14; EBV LMP1 NFkB: -6; Shn3 inh set2: -10; SRC1 inh: -7; NR5A2 inv ag: 0; TWEAK Fn14 block: -9; NR2F2 inh: 0; CF NFkB block: 2; NCOA3 inh: -7; TROY NFkB inh: -21

How did Cc1c(Nc2cc(Cl)c3nonc3c2[N+](=O)[O-])c(=O)n(-c2ccccc2)n1C do in these assays?
KKLEB cytotox: -56*; TRAIL sens C8: 9; EBV LMP1 NFkB: 10; Shn3 inh set2: 96*; SRC1 inh: -12; NR5A2 inv ag: -9; TWEAK Fn14 block: 50*; NR2F2 inh: 4; CF NFkB block: 94*; NCOA3 inh: -2; TROY NFkB inh: 84*

What do the screens show for `COc1ccc(/C=C/C(=O)N(C)C2CCCCC2)cc1Br`?
KKLEB cytotox: -4; TRAIL sens C8: 1; EBV LMP1 NFkB: -38; Shn3 inh set2: -42; SRC1 inh: -34; NR5A2 inv ag: -50; TWEAK Fn14 block: -40; NR2F2 inh: -6; CF NFkB block: -7; NCOA3 inh: -23; TROY NFkB inh: -31

How did O=C(/C=C/c1ccccc1Cl)OCC(=O)c1ccc[nH]1 do in these assays?
KKLEB cytotox: 8; TRAIL sens C8: 1; EBV LMP1 NFkB: 11; Shn3 inh set2: -6; SRC1 inh: 0; NR5A2 inv ag: 0; TWEAK Fn14 block: -9; NR2F2 inh: -33; CF NFkB block: -44; NCOA3 inh: 12; TROY NFkB inh: -80

What do the screens show for `COCCn1c(SCC(=O)Nc2ccc(NC(C)=O)cc2)nc2c([nH]c3ccccc32)c1=O`?
KKLEB cytotox: 2; TRAIL sens C8: -16; EBV LMP1 NFkB: -11; Shn3 inh set2: 4; SRC1 inh: -18; NR5A2 inv ag: 21; TWEAK Fn14 block: -1; NR2F2 inh: -1; CF NFkB block: -47; NCOA3 inh: 25; TROY NFkB inh: 4

Results for Cc1ccc(N2C(=O)N(CC(=O)NC(c3ccccc3)c3ccccc3)C(=O)C2C)cc1 (stereo unspecified) ?
KKLEB cytotox: 1; TRAIL sens C8: -1; EBV LMP1 NFkB: -3; Shn3 inh set2: 4; SRC1 inh: -7; NR5A2 inv ag: -2; TWEAK Fn14 block: -2; NR2F2 inh: -3; CF NFkB block: -7; NCOA3 inh: -14; TROY NFkB inh: 12

How did C/C(=N\NC(=O)c1cc(-c2ccc(Br)s2)[nH]n1)c1ccncc1 do in these assays?
KKLEB cytotox: -10; TRAIL sens C8: 1; EBV LMP1 NFkB: 2; Shn3 inh set2: -7; SRC1 inh: -32; NR5A2 inv ag: -12; TWEAK Fn14 block: 18; NR2F2 inh: -11; CF NFkB block: 23; NCOA3 inh: -6; TROY NFkB inh: 5

How did CNC(=S)N1CCn2cccc2C1c1cc(OC)c(OC)c(OC)c1 (stereo unspecified) do in these assays?
KKLEB cytotox: 9; TRAIL sens C8: 4; EBV LMP1 NFkB: -8; Shn3 inh set2: -8; SRC1 inh: 9; NR5A2 inv ag: 11; TWEAK Fn14 block: -11; NR2F2 inh: -6; CF NFkB block: -2; NCOA3 inh: 12; TROY NFkB inh: 10

Results for COc1ccccc1OCCNC(=O)c1cccc(S(=O)(=O)NCc2ccccc2)c1 ?
KKLEB cytotox: 1; TRAIL sens C8: -1; EBV LMP1 NFkB: 6; Shn3 inh set2: 26; SRC1 inh: 0; NR5A2 inv ag: -1; TWEAK Fn14 block: 10; NR2F2 inh: 12; CF NFkB block: -4; NCOA3 inh: 3; TROY NFkB inh: 18

Results for Cc1ccc(S(=O)(=O)Nc2nc(N)n(-c3ccccc3)n2)cc1 ?
KKLEB cytotox: 9; TRAIL sens C8: 0; EBV LMP1 NFkB: -10; Shn3 inh set2: -2; SRC1 inh: -28; NR5A2 inv ag: 7; TWEAK Fn14 block: -7; NR2F2 inh: -24; CF NFkB block: 0; NCOA3 inh: 15; TROY NFkB inh: -5

Results for O=C(COC(=O)C1=COCCO1)Nc1ccc(F)cc1 ?
KKLEB cytotox: 12; TRAIL sens C8: 0; EBV LMP1 NFkB: -2; Shn3 inh set2: -15; SRC1 inh: -3; NR5A2 inv ag: -4; TWEAK Fn14 block: -11; NR2F2 inh: -4; CF NFkB block: -4; NCOA3 inh: -5; TROY NFkB inh: -14

How did C/C(=N\NC(=O)c1ccccc1O)c1ccc(Br)s1 do in these assays?
KKLEB cytotox: 20; TRAIL sens C8: 54*; EBV LMP1 NFkB: 2; Shn3 inh set2: -58; SRC1 inh: -63; NR5A2 inv ag: -88; TWEAK Fn14 block: -16; NR2F2 inh: -31; CF NFkB block: -16; NCOA3 inh: -57; TROY NFkB inh: -40

Results for CN(C)C(/C=C/Nc1ccc(F)cc1)=C(C#N)C#N ?
KKLEB cytotox: 12; TRAIL sens C8: -4; EBV LMP1 NFkB: 7; Shn3 inh set2: 0; SRC1 inh: -1; NR5A2 inv ag: 1; TWEAK Fn14 block: -6; NR2F2 inh: 6; CF NFkB block: -18; NCOA3 inh: 2; TROY NFkB inh: 3

Results for C[C@@H]1CN([C@@H](C)CO)C(=O)CCCn2cc(nn2)CO[C@H]1CN(C)S(=O)(=O)c1ccc(Cl)cc1 ?
KKLEB cytotox: -18; TRAIL sens C8: -5; EBV LMP1 NFkB: 6; Shn3 inh set2: -8; SRC1 inh: 13; NR5A2 inv ag: 19; TWEAK Fn14 block: -2; NR2F2 inh: 6; CF NFkB block: -14; NCOA3 inh: -6; TROY NFkB inh: 2

What do the screens show for `O=C(Nc1ncccn1)c1ccc([N+](=O)[O-])o1`?
KKLEB cytotox: -16; TRAIL sens C8: 13; EBV LMP1 NFkB: -10; Shn3 inh set2: -13; SRC1 inh: -4; NR5A2 inv ag: 32; TWEAK Fn14 block: -2; NR2F2 inh: -12; CF NFkB block: 41; NCOA3 inh: 2; TROY NFkB inh: -3

Results for CC(C)CC(N)c1csc(Nc2ncccn2)n1 (stereo unspecified) ?
KKLEB cytotox: -7; TRAIL sens C8: 9; Shn3 inh set2: -6; SRC1 inh: 6; NR5A2 inv ag: 28; TWEAK Fn14 block: -3; NR2F2 inh: 43*; CF NFkB block: 11; NCOA3 inh: 10; TROY NFkB inh: -3

What do the screens show for `COc1ccc(S(=O)(=O)N(C)C)cc1NC(=O)COc1ccc2c(c1)CCC2`?
KKLEB cytotox: -4; TRAIL sens C8: 3; EBV LMP1 NFkB: 6; Shn3 inh set2: 49; SRC1 inh: 10; NR5A2 inv ag: 13; TWEAK Fn14 block: -1; NR2F2 inh: 0; CF NFkB block: 1; NCOA3 inh: 4; TROY NFkB inh: 10

How did COc1ccc(C2=NOC(COc3ccc([N+](=O)[O-])cc3)C2)cc1 (stereo unspecified) do in these assays?
KKLEB cytotox: 1; TRAIL sens C8: -20; EBV LMP1 NFkB: -2; Shn3 inh set2: -1; SRC1 inh: -49; NR5A2 inv ag: -2; TWEAK Fn14 block: -20; NR2F2 inh: -16; CF NFkB block: -14; NCOA3 inh: 18; TROY NFkB inh: -6

How did O=C(/C=C/c1ccc([N+](=O)[O-])cc1)c1ccco1 do in these assays?
KKLEB cytotox: -3; TRAIL sens C8: 4; EBV LMP1 NFkB: 4; Shn3 inh set2: 11; SRC1 inh: -12; NR5A2 inv ag: 0; TWEAK Fn14 block: 27; NR2F2 inh: 20; CF NFkB block: 0; NCOA3 inh: 9; TROY NFkB inh: 15

This is a subset (hit frequency here may not be typical).
